# CHRM1 PAM: human M1 muscarinic receptor positive allosteric modulators, primary screen, CHO-K1 cells, Fluo-8 calcium fluorescence, 1536-well. 360,000 tested, 0.088% active. AID 588819, 2011. Muscarinic acetylcholine receptor M1 (Homo sapiens), P11229. CHO-K1 hM1, ACh EC20; 0% = ACh EC20, 100% = maximal ACh. activation, % at 3 µM; in the data active = activation above about 19%, passing the limit was not always enough
# CHRM4 antagonist: human M4 muscarinic receptor antagonists, primary screen, CHO cells, Fluo-8 calcium fluorescence. Muscarinic acetylcholine receptor M4 (Homo sapiens), P08173. 360,000 tested, 0.73% active. AID 624125, 2012. CHO-hM4 cells, ACh EC80. inhibition, % at 3 µM;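 active = inhibition above its plate's cutoff, the mean inhibition of sample wells plus 3 SD, cut at about 27% in these data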;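 note: 0% = acetylcholine EC80 with DMSO and 100% = DMSO without agonist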
# Target sequence (P08173 whole entry, looked up): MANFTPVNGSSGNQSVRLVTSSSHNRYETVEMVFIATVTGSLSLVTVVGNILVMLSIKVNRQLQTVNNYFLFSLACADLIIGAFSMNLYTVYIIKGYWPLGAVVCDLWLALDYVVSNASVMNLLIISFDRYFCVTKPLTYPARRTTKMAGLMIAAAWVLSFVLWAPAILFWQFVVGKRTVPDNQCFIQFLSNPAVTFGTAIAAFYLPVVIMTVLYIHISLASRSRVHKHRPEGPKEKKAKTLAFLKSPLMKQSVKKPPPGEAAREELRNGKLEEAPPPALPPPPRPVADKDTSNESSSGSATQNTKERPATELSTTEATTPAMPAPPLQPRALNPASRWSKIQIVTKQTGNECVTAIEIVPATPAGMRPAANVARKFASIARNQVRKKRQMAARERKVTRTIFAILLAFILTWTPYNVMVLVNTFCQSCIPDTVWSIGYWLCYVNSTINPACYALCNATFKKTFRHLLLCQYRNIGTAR
# CHO parental Ca: ATP-evoked calcium signal inhibitors, parental CHO, primary screen, counter-screen for OX1R antagonist project, cell-based, fluorescence, Fluo-8 calcium dye; parental CHO-K1, ATP-induced calcium, Fluo-8 fluorescence; inhibition, % at 5.6 µM; 330,000 tested, 0.63% active; AID 463079, 2010;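 active = inhibition above that plate's mean sample inhibition plus 3 SD, cut at about 26% in these data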;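 note: 0% = ATP-challenged DMSO wells and 100% = DMSO wells without ATP; some compounds past the cut are filed as inactive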
#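 Test system: untransfected parental CHO cell line; also added: ATP stimulus; dosing: 5.6 µM, single dose; signal: calcium-sensitive Fluo-8 fluorescence; measure: percent inhibition of ATP-evoked calcium rise, normalized to controls; benchmarks: low control ATP plus DMSO, high control DMSO only; replication: one well per compound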
# OXTR potentiator: human OXTR potentiators, primary screen, fluorescence, CHO-OTR cells, Fluo-8 calcium | Oxytocin receptor (Homo sapiens), P30559 | Fluo-8 calcium fluorescence, potentiator mode; 0% = oxytocin EC15, 100% = EC100 | activation, % at 3 µM | 320,000 tested, 0.061% active;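 active = activation above that plate's cutoff, the mean activation of tested compounds plus 3 SD, cut at about 6.6% in these data, passing the limit was not always enough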;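 note: 100% uses oxytocin at 75 nM as the full agonist control; some results filed as inactive read as strong as hits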
# Target sequence (P30559 whole entry, looked up): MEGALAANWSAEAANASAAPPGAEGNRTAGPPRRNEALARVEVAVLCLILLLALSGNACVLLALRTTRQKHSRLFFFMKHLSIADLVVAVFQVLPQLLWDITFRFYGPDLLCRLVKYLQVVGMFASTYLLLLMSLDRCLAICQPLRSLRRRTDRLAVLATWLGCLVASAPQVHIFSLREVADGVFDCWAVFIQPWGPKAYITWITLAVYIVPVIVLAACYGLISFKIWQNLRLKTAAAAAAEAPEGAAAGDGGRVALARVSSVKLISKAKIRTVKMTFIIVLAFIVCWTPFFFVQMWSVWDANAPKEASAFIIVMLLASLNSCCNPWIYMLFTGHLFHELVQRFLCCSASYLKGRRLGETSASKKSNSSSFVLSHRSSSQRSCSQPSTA
#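 Material: CHO-OTR cells, human receptor; compound dosing: single dose, 3.0 µM nominal final compound concentration; schedule: 6 min compound pre-incubation at room temperature, 100 s kinetic read; measured by: kinetic Fluo-8 calcium fluorescence; read-out basis: % activation vs EC15 and EC100 oxytocin; controls: EC15 oxytocin alone as 0%, 75 nM oxytocin as 100%; replicates: singlicate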
# CHO-K1 Ca antag: nonselective inhibitor or artifact in parental CHO-K1 cells | ATP-induced calcium, Fluo-8 fluorescence | inhibition, % at 3 µM | 360,000 tested, 0.6% active;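 active = inhibition above a per-plate cutoff, the plate's mean sample inhibition plus 3 SD, cut at about 24% in these data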;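 note: 0% = DMSO plus EC80 ATP and 100% = DMSO alone without ATP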
# M1 ag parental: counter-screen for M1 agonists: effect in parental CHO-K1 cells; Fluo-8 calcium fluorescence; scaled to maximal ATP response, vehicle zero; activation, % at 3 µM; 360,000 tested, 0.48% active; in the data active = activation above about 15%;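 note: untransfected CHO-K1 host cells lacking M1 receptor as counterscreen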
# CHRM1 antagonist: human M1 muscarinic receptor antagonists, primary screen, CHO-K1 cells, Fluo-8 calcium fluorescence, 1536-well | AID 588852, 2011 | CHO-K1 hM1, ACh EC80 antagonist | Muscarinic acetylcholine receptor M1 (Homo sapiens), P11229 | inhibition, % at 3 µM | 360,000 tested, 1.3% active;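 active = percent inhibition above its own plate's cutoff, namely the mean of that plate's compound wells plus 3 SD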;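 note: peak over basal fluorescence ratio during 140 s after agonist addition; 0% = ACh EC80 plus DMSO and 100% = DMSO alone without agonist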
# CHRM1 agonist: human M1 muscarinic receptor agonists, primary screen, Fluo-8 calcium fluorescence, CHO-K1 cells, HTS | Muscarinic acetylcholine receptor M1 (Homo sapiens), P11229 | CHO-K1 hM1, agonist mode; 0% DMSO, 100% acetylcholine EC100 | activation, % at 3 µM | 360,000 tested, 0.33% active | AID 588814, 2011;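 active = activation above the run's mean compound activation plus 3 SD, cut at about 16% in these data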;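 note: peak over basal fluorescence ratio within a 140 s kinetic read after compound addition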
# CHRM4 agonist: human M4 muscarinic receptor agonists, primary screen, CHO-K1 cells, Fluo-8 calcium fluorescence. AID 624127, 2012. Muscarinic acetylcholine receptor M4 (Homo sapiens), P08173. CHO-K1 hM4/Gqi5; vehicle 0%, full acetylcholine response 100%. activation, % at 3 µM. 360,000 tested, 0.14% active;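 active = activation above the run mean over all test wells plus 3 SD, cut at about 32% in these data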;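 note: peak over basal fluorescence ratio per well then scaled between controls; 0% = DMSO wells and 100% = acetylcholine at EC100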
# * hit, by the source's call; x = not tested or not shown.
# Under each structure: CHRM1 PAM, CHRM4 antagonist, CHO parental Ca, OXTR potentiator, CHO-K1 Ca antag, M1 ag parental, CHRM1 antagonist, CHRM1 agonist, CHRM4 agonist
> COc1ccc(NC(=O)CSc2nc3ccsc3c(=O)n2CCC(=O)O)cc1
    8, -2, x, x, -8, 0.0, -7, -1, 0
> CCNC(=S)Nc1ccc(NC(=O)c2ccccc2O)cc1
    20, 12, -9, -9, -20, 0.6, -12, 0, 1
> CC(C)(Oc1ccc(Cl)cc1)C(=O)NC1CCCCC1
    -5, 5, -6, 0, -9, -0.1, 8, -5, -1
> CCCCN1CC(N2CCN(C)CC2)CS1(=O)=O (stereo unspecified)
    6, -14, x, x, 1, 0.4, -2, -10, 0
> Oc1ccc2ccc3cccc[n+]3c2c1
    -9, 22, 34, -20, 7, 25*, 21, 8, 30
> CCC(C(=O)Nc1nnc(-c2ccco2)s1)c1ccccc1 (stereo unspecified)
    4, -4, -11, -10, -9, 2.0, -10, 1, 2
> Cc1cc2nnc(SC(C)C)n2c2ccccc12
    -10, 8, -4, -3, -3, 0.4, 33*, -2, 0
> COc1ccc(-c2nn(CC(=O)NCCc3ccccc3)c(=S)n2C)cc1
    3, -4, -8, 2, -9, 0.0, -6, -8, 1
> O=C(C1=C[C@H](c2coc3ccccc3c2=O)C[C@H](OCc2ccc(CO)cc2)O1)N1CCOCC1
    -8, -7, -13, -2, 3, 1.4, 15, -5, 10
> CC(NC(=O)c1ccccc1Cl)c1nnc(SCC(=O)Nc2ccc(C(=O)O)cc2)n1C (stereo unspecified)
    5, 4, -11, -17, -15, 0.1, -5, -2, 0
> C=CCNC(=O)c1cccc(OC2CCN(CC(C)(C)C)CC2)c1
    0, 3, -14, -6, 1, -0.2, 1, -2, 0
> COc1ccc2oc(C(=O)OCC(=O)Nc3ccc(C(=O)N(C)C)cc3)c(C)c2c1
    1, -3, -11, -4, 9, 0.0, 7, -3, 1
> O=C(Cn1cnc2scc(-c3ccc(Br)cc3)c2c1=O)N1CCOCC1
    2, -4, -8, -12, 10, 0.0, 4, -5, 3
> CC1Cc2ccccc2N1CC(=O)NC(=O)NC1CCCCC1 (stereo unspecified)
    6, -2, -25, -10, -20, 0.5, -5, -4, 0
> COc1ccc(CSC(=S)NNc2ccccc2)cc1
    0, -7, x, x, 10, 0.6, -2, -3, 0
> CCS(=O)(=O)c1cc([N+](=O)[O-])c(Sc2ccccc2NC(C)=O)s1
    6, -3, -3, -4, -2, 0.1, -8, -5, 0
> Cc1cc(-c2ccccc2)nc(N(C)NC(=O)c2ccc(Cl)cc2)c1S(C)(=O)=O
    -5, -1, -18, -7, -2, -0.4, -13, -3, 0
> CCOc1ccc(C(=O)NC(C(=O)NCCc2ccc(OC(F)F)cc2)C(C)C)cc1 (stereo unspecified)
    1, -14, -30, -6, -25, -0.6, -1, -10, 0
> COc1ccc(S(=O)(=O)N2CCCCC2)cc1NC(=O)COc1ccccc1
    -2, -6, 8, -8, -9, 2.6, 3, -3, 1
> O=C(CCc1ccc(S(=O)(=O)N2CCOCC2)cc1)OCC(=O)c1ccccc1
    3, 0, -10, 4, -10, 0.7, -2, -2, 1
> CN(C)c1nc(N/N=C\c2ccc(Cl)c([N+](=O)[O-])c2)nc(Nc2ccc(F)cc2)n1
    -8, -6, -6, -11, 11, -0.2, -2, -6, -1
> C=CCNc1nc(Cl)nc(Nc2ccccc2)n1
    0, 3, -15, 5, -16, 0.3, -3, -8, -2
> COc1cc(C(C)=O)ccc1OCC(=O)Nc1ccccc1N1CCCC1
    5, -7, -15, 1, -5, 1.9, -10, -1, 10
> CC1CCc2c(C(=O)Oc3cccc(-n4cnnn4)c3)csc2C1 (stereo unspecified)
    1, 17, -26, -7, 17, 0.2, 2, -3, -1
> Cn1c(CNC(=O)c2ccc3c(c2)OCO3)nnc1SCC(=O)Nc1ccccc1Cl
    7, 2, -5, 4, -11, 0.7, 0, -8, 0
> O=C(O)C1=NOC(CNC(=O)c2ccccc2Cl)C1 (stereo unspecified)
    6, 9, -11, -7, -13, 0.6, -1, -6, 1
> CCN1CCC(Nc2ccnc3cc(Cl)ccc23)CC1
    15, -14, -7, 2, 1, -0.8, -7, -3, 0
> CS(=O)(=O)N1CCC(C(=O)NCc2ccc(Cl)cc2)CC1
    10, 1, -16, 5, -4, 0.1, -15, -2, 0
> COc1ccc(S(=O)(=O)Oc2cc(C(=S)N3CCOCC3)ccc2OC)cc1
    -3, 5, x, x, -2, 2.6, 6, -2, 4
> CCN(CC)C(=O)CSc1nnc2cc(C)c3ccccc3n12
    5, 0, -8, -13, -13, 0.1, -4, -4, 2
> CC(Oc1ccc(F)cc1)C(=O)N(Cc1ccccc1)c1c(N)n(Cc2ccccc2)c(=O)[nH]c1=O (stereo unspecified)
    1, 3, -24, -3, -9, 0.9, 0, -2, 0
> COc1ccc(N(CC(=O)Nc2cccc(SC)c2)S(C)(=O)=O)cc1
    2, 14, -11, -11, 8, 0.0, -2, -1, 2
> COc1ccccc1CC(=O)NCCc1ccc(S(N)(=O)=O)cc1
    10, 0, 0, -15, -2, -0.2, -8, -1, 1
> COc1ccc(-c2nc(-c3ccccc3)[nH]c(=O)c2C#N)cc1
    14, -13, -3, -4, -13, 0.4, -22, 0, 1
> CCOC1=C2[C@@H](CN(S(=O)(=O)c3ccc(C)cc3)[C@H]2c2ccccc2F)[C@H]2C(=O)NC(=O)[C@H]2C1
    3, 3, x, x, 6, 0.6, 0, -3, -1
> CCS(=O)(=O)N1Cc2ccccc2CC1C(=O)Nc1ccc(F)cc1 (stereo unspecified)
    14, -4, -16, 0, -10, 4.8, -17, -2, 0
> Cc1ccc2c(c1)C(c1ccccc1)N(C(=O)c1ccc(F)cc1)CC(=O)N2 (stereo unspecified)
    7, -7, -17, -1, -18, 2.8, -6, -2, 7
> CN(NC(=O)c1cccc(Cl)c1)c1nc(-c2ccccc2)nnc1C(F)(F)F
    -5, -1, -12, -10, -7, 7.3, 8, 1, 6
> COc1cccc(-n2c(SCc3ccccn3)nc3c(c2=O)SCC3)c1
    -1, -4, -21, 2, 5, -0.6, 4, -9, -3
> O=C1/C(=C/c2ccc(O)c([N+](=O)[O-])c2)SC(=S)N1Cc1ccccc1
    10, 0, 2, -6, -10, 1.9, 5, -3, 2
> S=C(c1ccc(-c2ccccc2)cc1)N1CCOCC1
    9, 0, -5, -10, 6, 0.1, -7, -7, 0
> Cc1nnc(C)c2c(C)n(C(C)c3ccccc3)c(C)c12 (stereo unspecified)
    -16, 1, -24, 4, -9, 0.3, 30, -5, -1
> COc1cccc(/C=C2\NC(=O)NC2=O)c1O
    3, 2, -4, -3, -9, 1.3, -8, -4, 0
> COc1cc(/C=C2\SC(=O)N(CCNC(=O)c3c(C)noc3C)C2=O)cc(OC)c1OC
    9, -8, -25, 2, -2, -0.5, -8, 1, 1
> COc1cc(S(=O)(=O)N2CCOCC2)ccc1N
    -4, 8, -4, -15, 8, -0.3, 11, -2, 1
> O=C(Nc1ccccc1)Nc1nnc(Cc2ccccc2F)s1
    4, -2, -5, -5, 5, 2.9, -1, 2, 3
> CCOC(=O)C(=CNc1ccc(Cl)cn1)C(=O)OCC
    2, -1, -8, 1, -7, -0.6, 0, -4, -2
> O=C(Nc1ccccc1F)c1nc[nH]c1C(=O)NCc1ccccc1
    -6, -1, x, x, 18, 1.8, 0, -5, 2
> COc1ccc(C(=O)CC(=O)c2ccc(C)cc2)c(O)c1
    3, 3, -13, -10, -5, -0.5, -3, -3, -1
> CCCN(CCC)S(=O)(=O)c1ccc(C(=O)NCc2n[nH]c(=S)n2-c2ccc(Cl)c(Cl)c2)cc1
    14, -1, -20, 5, -22, 0.9, -12, -12, 1
> CCOc1ccc2nc(NC(=O)CCC(=O)c3cccs3)sc2c1
    3, -3, -10, -11, -4, 0.8, -5, 3, 7
> C=CCn1cc(-c2ccccc2)cc(C#N)c1=O
    3, 12, 3, 6, -5, -0.1, -1, -4, 0
> CCOC(=O)CCNC(=O)N1CCCC(C(=O)c2ccccc2SC)C1 (stereo unspecified)
    12, -1, -3, -3, 0, 0.6, -14, -3, 2
> Cc1ccc(S(=O)(=O)Nc2ccccc2CNc2ccccn2)cc1
    -7, 0, -5, -14, -3, 1.2, -5, -13, 0
> Cc1nn(C(C)C)c(C)c1CN1CCC(C(=O)Nc2cccc(-c3cccc(F)c3)c2)CC1
    -1, -4, -13, -11, 4, 12, -7, -1, 12
> Cc1c(C(=O)c2ccc(F)cc2F)c2ccccn2c1CCC#N
    -2, 2, -4, -7, 11, 0.2, 10, -3, 3
> CCn1c(=O)c(C(=O)Nc2ccccn2)c(O)c2ccccc21
    2, -2, 1, 12*, -13, 0.5, -11, -5, 1
> Cc1ccc(CNC(=O)c2ccc(N3CCC4(CC3)CC(c3ccccc3)=NO4)c(NC(=O)c3ccc(Cl)c([N+](=O)[O-])c3)c2)cc1
    -2, 6, -20, -8, -13, 0.1, -8, -3, -1
> CC(=O)Nc1ccc(NC(=O)COc2ccc(-c3ccc(C#N)cc3)cc2)cc1
    4, 2, 13, -5, -2, 0.1, 0, -2, 2
> Cn1nc2c(c1C(=O)O)CCCC2
    1, 1, -11, -2, -7, 1.6, 1, -3, 1

# Later entries:
# Under each structure: CHRM1 PAM, CHRM4 antagonist, CHO parental Ca, OXTR potentiator, CHO-K1 Ca antag, M1 ag parental, CHRM1 antagonist, CHRM1 agonist, CHRM4 agonist
> COCCNc1nc(C)c(C(C)=O)s1
    6, -8, 2, -15, -12, 0.6, -10, -3, 0
> COc1ccc(C2=Cc3ccccc3C(CC(=O)C3CC3)N2c2ccc(-c3cc(OC)c(OC)c(OC)c3)cc2)cc1 (stereo unspecified)
    x, 6, x, x, -2, 0.5, x, x, -1
> N#Cc1ccccc1OCC(=O)OCC(=O)N1CCCC1
    0, 2, -6, 3, -7, -0.5, -6, -1, -1
> COc1cccc(-n2c(SCC(=O)NC3CCCC3)nnc2-c2ccco2)c1
    -3, -3, -13, -9, -7, 0.0, 7, -7, 1
> CCOC(=O)c1c(N)sn(-c2ccccc2)c1=S
    3, 2, -19, -21, -4, 0.3, -2, -6, 1
> CO/N=C/CC(=O)c1ccc(OC)cc1
    3, 4, 1, 3, 2, 0.0, 2, -6, 0
> COc1cc2c(cc1OC)C(C)N(C(=O)CCc1c[nH]c3ccccc13)CC2 (stereo unspecified)
    -3, 12, -12, -2, 13, 5.0, 3, -3, 12

# Screens (PubChem)
